# High-throughput results deposited in PubChem by several laboratories.
# T cell modulator: modulators of CD8 T cell-vesicle binding, primary screen, mouse 2C CD8+ T cells, flow cytometry. 2C CD8+ T cell-vesicle binding; stronger effect = lower value. actives 0.068% (n = 330,000). calls only at 7 µM;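 active means response, share of CD8 T cells binding vesicles, and their 90th percentile fluorescence all below set limits, cut at about 80% in these data, passing the limit was not always enough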
#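 Test system: purified 2C TCR transgenic mouse naive CD8+ T cells. Probe or stimulus: QL9-peptide-loaded Drosophila micro-vesicles bearing Ld, ICAM-1 and B7-1. Incubation: binding step 1.5 h, 37 °C, antibody labelling 20 min, ice. Measured by: flow cytometry of vesicle-bound cells.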
# West Nile antiviral: West Nile virus antiviral activity, cell-based, CPE readout (AID 1621); one-dose CPE inhibition, % at 10 µM; IC50 in µM for titrated hits; West Nile virus-infected cells, CPE inhibition; higher % means a stronger effect; actives 0.02% (n = 290,000); in the data active means a potency from the dose series; further: strong numbers were not always called active
# NTR1 ag: agonists of NTR1, primary screen, imaging, U2OS cells, beta-arrestin-GFP, high content (AID 493036); Neurotensin receptor type 1 (Homo sapiens), P30989; activation, % at 20 µM; actives 0.17% (n = 330,000); NTR1-U2OS beta-arrestin-GFP spot imaging, agonist mode;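 active means activation at or above 40% of the spot to cytoplasm intensity ratio, with at least 20 cells analyzed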;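 further: 0% = DMSO without peptide and 100% = 100 nM NTR1 peptide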
# Target sequence (P30989 whole entry, looked up): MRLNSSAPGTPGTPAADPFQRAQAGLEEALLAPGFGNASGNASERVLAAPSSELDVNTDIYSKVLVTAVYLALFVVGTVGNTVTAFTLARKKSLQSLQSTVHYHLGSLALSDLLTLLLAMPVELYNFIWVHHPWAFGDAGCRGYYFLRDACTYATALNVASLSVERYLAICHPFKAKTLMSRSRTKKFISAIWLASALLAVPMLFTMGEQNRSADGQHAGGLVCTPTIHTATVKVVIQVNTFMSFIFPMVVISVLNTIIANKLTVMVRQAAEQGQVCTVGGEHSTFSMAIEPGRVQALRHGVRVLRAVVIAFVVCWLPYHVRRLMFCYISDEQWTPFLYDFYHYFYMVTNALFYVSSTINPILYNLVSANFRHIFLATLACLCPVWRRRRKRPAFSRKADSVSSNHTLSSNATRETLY
# PhoP inhibition: inhibitors of PhoP regulon expression, primary screen, Salmonella Typhimurium, GFP reporter (AID 1863) | S. Typhimurium PhoP-regulated promoter GFP reporter, 4 h; higher % means a stronger effect | inhibition, % at 50 µM, or IC50 in µM where a hit was titrated | actives 0.16% (n = 300,000);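 active means inhibition over 29.93%, a cutoff 3 SD above the screen mean, later confirmed by dose response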;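 further: 0% = low Mg2+ inducing control and 100% = high Mg2+ repressing control; strong numbers were not always called active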
# GPR35 arrestin U2OS: GPR35 antagonists blocking zaprinast-driven arrestin recruitment, primary screen, imaging, U2OS, beta-arrestin-GFP, zaprinast agonist (AID 2058); G-protein coupled receptor 35 (Homo sapiens); U2OS GPR35 beta-arrestin-GFP translocation imaging, zaprinast antagonism; higher % means a stronger effect; inhibition, % at 10 µM, or IC50 in µM where a hit was titrated; actives 0.052% (n = 290,000);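 active means inhibition of at least 50% with at least 30 cells and total cytoplasm GFP at most 10,000,000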
# GPR55 beta-arrestin: GPR55 agonists via beta-arrestin recruitment, primary screen, imaging, U2OS cells, beta-arrestin-GFP redistribution (AID 1961); U2OS GPR55 beta-arrestin-GFP redistribution imaging; higher % means a stronger effect; activation, % at 10 µM, or EC50 in µM where a hit was titrated; actives 0.048% (n = 290,000); G-protein coupled receptor 55 (Homo sapiens);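 active means activation above 40% with more than 50 cells counted in the well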;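 further: U2OS osteosarcoma cells stably expressing GPR55 and beta-arrestin-GFP; plate controls were DMSO negative control for no effect and LPI positive control for full effect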
# KOR beta-arrestin-1: KOR antagonists, beta-arrestin recruitment, cell-based, luminescence, uHTS (AID 1778); inhibition, % at 10 µM, or IC50 in µM where a hit was titrated; Kappa-type opioid receptor (Homo sapiens); KOR beta-arrestin recruitment, luminescence, antagonist mode; higher % means a stronger effect; actives 0.091% (n = 290,000); in the data active means inhibition above about 50%; further: strong numbers were not always called active
# GPR55 LPI antagonism: GPR55 antagonists blocking LPI-driven arrestin recruitment, primary screen, imaging, U2OS, beta-arrestin-GFP, LPI agonist (AID 2013); actives 0.13% (n = 290,000); U2OS GPR55 beta-arrestin-GFP translocation imaging, LPI antagonism; higher % means a stronger effect; inhibition, % at 10 µM, or IC50 in µM where a hit was titrated;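 active means spots per cell inhibited over 60%, with over 100 cells counted and total cytoplasm intensity under 500,000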;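 further: U2OS cells stably carrying GPR55 and arrestin-GFP stimulated by 5 µM LPI near EC80; imaged beta-arrestin-GFP aggregate spots per cell after agonist stimulation; plate controls were LPI-stimulated DMSO wells for no effect and DMSO wells without LPI for full effect; some results filed as inactive read as strong as hits; confirmed hits need IC50 under 10 µM and bright autofluorescent wells are also inconclusive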
# KOR beta-arrestin-2: KOR agonists, beta-arrestin recruitment, primary screen, cell-based, luminescence, uHTS (AID 1777) | Kappa-type opioid receptor (Homo sapiens) | KOR beta-arrestin recruitment, luminescence; higher % means a stronger effect | one-dose activation, % at 10 µM; EC50 in µM for titrated hits | actives 0.02% (n = 280,000); in the data active means activation above about 50%, passing the limit was not always enough; further: a part of the inactive calls stands beside numbers as strong as those of hits
# T cell modulator vesicle-bound %: further read-out of T cell modulator, marked with its call; double positive events, %; measured here: CD8+ vesicle-bound cell fraction;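 binding gate set so that unloaded-vesicle control wells show 10% double positive cells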
# NTR1 ag cell count 20 µM: second read-out of NTR1 ag, no call of its own (marks repeat the call); cell count; measured here: cell count, cytotoxicity flag
# The depositor's hits bear a star; i = inactive; nt = no result given; [ ] = dose if it differs, or a comment.
molecule	T cell modulator	T cell modulator vesicle-bound %	West Nile antiviral	NTR1 ag	NTR1 ag cell count 20 µM	PhoP inhibition	GPR35 arrestin U2OS	GPR55 beta-arrestin	KOR beta-arrestin-1	GPR55 LPI antagonism	KOR beta-arrestin-2
Cc1ccccc1NS(=O)(=O)c1ccc(C(=O)NN2CCCCC2)cc1	i	16	0.0%	-0.5	74	2%	11%	0.4%	40%	-9%	-0.5%
CC1(C)CC(=O)C2=C(C1)NC(=O)CC2c1ccc(N(CCC#N)CCC#N)cc1 (stereo unspecified)	i	19	-0.1%	-0.1	35	-4%	-4%	-0.1%	12%	2%	-2.6%
COC(=O)c1ccc(S(=O)(=O)NCc2ccco2)o1	i	34	-0.2%	1.4	57	-12%	16%	0.2%	24%	-8%	-1.0%
C=CCC1NS(=O)(=O)OC(COC)C1C (stereo unspecified)	i	53	0.3%	-0.3	53	5%	-12%	-0.1%	-27%[20 µM]	10%	-3.1%
COCCCNC(=O)Cn1cc2c(n1)CCCCC2	nt	nt	0.8%	2.7	67	4%	26%	0.2%	-65%	13%	-6.0%
Cc1cc(N=Cc2c(O)ccc3ccccc23)no1	i	9	-0.7%	1.1	96	-14%	10%	0.3%	-23%	-7%	-5.1%
c1ccc(COc2cccc(CNCc3ccccn3)c2)cc1	i	60	-0.2%	-1.7	76	4%	7%	-0.1%	-20%[20 µM]	9%	-3.2%
COc1cc(OC)cc(-c2nc3ccccc3c(=O)n2OC(=O)c2ccc(Br)cc2)c1	i	51	-0.4%	0.9	94	-1%	6%	-0.3%	-1%	7%	5.5%
COc1ccc(C(C(=O)NC(C)(C)C)N(C(=O)CNC(=O)c2cccs2)c2cccnc2)cc1OC (stereo unspecified)	i	15	-0.1%	-1.9	48	3%	-16%	0.1%	4%	8%	-4.3%
O=C(O)CCn1ccnc1-c1ccccc1	i	44	0.3%	0.2	30	-12%	-8%	-0.2%	15%	-7%	0.7%

# Record cards (already shown). Screens in order: T cell modulator | T cell modulator vesicle-bound % | West Nile antiviral | NTR1 ag | NTR1 ag cell count 20 µM | PhoP inhibition | GPR35 arrestin U2OS | GPR55 beta-arrestin | KOR beta-arrestin-1 | GPR55 LPI antagonism | KOR beta-arrestin-2
# COc1cc(OC)cc(-c2nc3ccccc3c(=O)n2OC(=O)c2ccc(Br)cc2)c1 across the screens: i | 51 | -0.4% | 0.9 | 94 | -1% | 6% | -0.3% | -1% | 7% | 5.5%
# COCCCNC(=O)Cn1cc2c(n1)CCCCC2 across the screens: nt | nt | 0.8% | 2.7 | 67 | 4% | 26% | 0.2% | -65% | 13% | -6.0%
# COc1ccc(C(C(=O)NC(C)(C)C)N(C(=O)CNC(=O)c2cccs2)c2cccnc2)cc1OC (stereo unspecified) across the screens: i | 15 | -0.1% | -1.9 | 48 | 3% | -16% | 0.1% | 4% | 8% | -4.3%

# The list goes on:
molecule	T cell modulator	T cell modulator vesicle-bound %	West Nile antiviral	NTR1 ag	NTR1 ag cell count 20 µM	PhoP inhibition	GPR35 arrestin U2OS	GPR55 beta-arrestin	KOR beta-arrestin-1	GPR55 LPI antagonism	KOR beta-arrestin-2
Cc1csc(NC(=O)CSc2nnc(-c3ccoc3C)n2C(C)c2ccccc2)n1 (stereo unspecified)	i	39	-0.5%	1.9	62	4%	-7%	-1.9%	8%	2%	4.2%
O=C(Nc1cccc(Oc2ccc3c(c2)C(=O)NC3=O)c1)c1cccs1	i	41	-0.1%	0.6	63	9%	16%	-0.1%	-1%	-6%	1.4%
Cc1ccc(N2CCN(CC(O)COc3cccc(C)c3)CC2)cc1 (stereo unspecified)	i	37	-0.1%	1.9	49	-4%	15%	0.0%	16%	14%	4.8%
CCOC(=O)c1ccc(NC(=O)c2cccc(C)c2[N+](=O)[O-])cc1	i	56	-0.5%	3.0	87	-1%	-4%	-0.1%	-10%[20 µM]	2%	nt
NC(=O)NC(CC(=O)NCCc1ccc(S(N)(=O)=O)cc1)c1ccc(Cl)cc1 (stereo unspecified)	i	38	0.2%	-0.2	55	-7%	10%	-0.2%	-2%	-7%	0.0%
COc1ccc(CNC(=O)CN2CCC(NC(=O)c3ccccc3C)CC2)cc1	i	33	-0.6%	0.6	50	-5%	-2%	-0.2%	32%	9%	-0.7%
O=C(Oc1cccc2cccnc12)c1cccc([N+](=O)[O-])c1	i	49	0.1%	2.5	49	-1%	0%	0.3%	-16%[20 µM]	4%	nt
COc1cc(CC(=O)NCc2ccco2)cc(OC)c1OC	i	23	0.8%	1.7	88	-1%	-5%	0.2%	20%	-1%	1.7%
CCN(CC)S(=O)(=O)c1ccc(C)c(N=C=S)c1	i	41	0.4%	0.4	51	-1%	7%	0.7%	-3%	-3%	-4.2%
COc1cccc(C(=O)Nc2cc(=O)n(C)c(=O)n2C)c1OC	i	38	0.3%	-1.4	70	-9%	6%	-0.1%	-10%	-4%	-0.1%
O=C(CCN1C(=O)/C(=C/c2cccc(Br)c2)SC1=S)NNC(=O)c1cccnc1	i	8	2.9%	-0.3	62	-8%	3%	-0.1%	-3%	14%	13%
COc1cccc(NC(=O)CCCCCn2nnc3ccccc3c2=O)c1	i	49	1.1%	0.5	95	4%	-6%	-0.3%	9%	16%	-7.6%
CS(=O)(=O)C1=NSC2=NC(=O)/C(=C\c3cccn3-c3ccccc3Cl)C(=N)N21	i	50	0.1%	2.0	87	-5%	2%	-0.5%	1%	6%	3.7%
O=[N+]([O-])c1cccc(S(=O)(=O)NCCc2ccccc2)c1	i	61	0.5%	-0.1	62	4%	10%	-0.1%	19%	7%	-4.0%
Cc1cc(N)n(-c2cc(C)c3ccccc3n2)n1	i	42	-1.4%	2.3	39	1%	-6%	1.4%	31%	10%	-2.2%
Cc1cc(-c2nnc(SCC(=O)Nc3ccccc3F)n2N)n[nH]1	i	20	0.0%	1.6	58	-5%	-4%	-0.1%	4%	0%	2.4%
O=c1oc2ccc(Br)cc2cc1-c1nc2ccccc2o1	i	24	0.2%	2.6	57	-3%	-9%	0.3%	14%	22%	-4.3%
O=C(NCCCn1ccnc1)c1cc2c(s1)CCCCC2	i	26	-1.1%	-0.5	67	18%	1%	0.2%	-14%	-1%	0.8%
COc1ccc(C(=O)c2oc3ccc(Br)cc3c2NC(C)=O)cc1	i	22	0.8%	2.1	48	-4%	14%	-0.2%	6%	0%	-3.0%
COc1ccc2nc(NCCCO)[nH]c2c1	i	22	0.2%	-1.2	34	7%	21%	0.0%	12%	-6%	-4.7%
Cc1cc(OC(=O)N2CCCCC2)cc(C)c1Cl	i	45	-0.1%	0.8	64	4%	24%	0.2%	-13%	0%	3.3%
COCc1cc(C)nc2sc(C(=O)Nc3nccs3)c(N)c12	i	37	-0.1%	1.1	54	0%	-1%	-0.1%	15%	0%	-14%
Cc1ccccc1OCCN1C(=O)C(=O)c2cccc(C)c21	i	7	-0.7%	4.5	70	0%	-7%	0.3%	-117%	1%	0.9%
Cc1nc(C(=O)Nc2ccccc2)sc1C1(C)CC(c2cccc([N+](=O)[O-])c2)=NO1 (stereo unspecified)	i	5	-0.4%	-3.6	98	-5%	10%	-0.1%	4%	9%	0.3%
CC(C)(C)NC(=O)Nc1ccccc1C(N)=O	i	4	0.2%	0.1	57	10%	28%	-0.1%	2%	-13%	1.8%
Cc1cc(C)c(S(=O)(=O)NCc2ccccn2)c(C)c1	i	58	-0.5%	0.1	54	-1%	11%	0.4%	-33%[20 µM]	0%	-0.8%
OCCCN1CCN(CCOc2ccccc2-c2ccccc2)CC1	i	38	-0.1%	1.5	83	-1%	6%	-0.3%	-9%	3%	-2.7%
CCOc1ccc(NC(=O)CCNS(=O)(=O)c2ccc3c(c2)CCC(=O)N3)cc1	i	47	0.6%	-0.1	75	9%	-8%	0.5%	13%	8%	2.1%
CCN(CC)S(=O)(=O)c1ccc(N2CCOCC2)c(NC(=O)c2cc3ccccc3oc2=O)c1	i	57	-0.7%	2.7	59	-8%	0%	0.3%	-52%	-2%	6.7%
CS(=O)(=O)Nc1ccccc1C(=O)Nc1cccc(Cl)c1	i	63	-1.2%	0.4	51	6%	5%	-0.1%	-29%	-25%	-1.3%
COc1cccc(-c2nnc(SCC(=O)Nc3ccc(OC)c(OC)c3)n2N)c1	i	20	0.1%	3.0	74	33%	4%	-0.2%	20%	-6%	3.0%
CCC(=O)Nc1nc2ccccc2n1Cc1ccccc1	i	43	-0.7%	-1.2	58	-6%	8%	-0.1%	-8%	-4%	3.1%
COc1ccc(OC)c(C2NC(=O)N(C)C(C)=C2C(=O)OCc2ccccc2)c1 (stereo unspecified)	nt	nt	-1.3%	-0.1	69	2%	11%	0.3%	5%[20 µM]	5%	-4.3%
CCOC(=O)c1[nH]c(C)c(C(=O)Nc2ccccc2C)c1C	i	44	3.1%	-5.4	41	-2%	-9%	-0.1%	-27%	-9%	2.7%
O=C(NC(=S)Nc1ccc(Cc2ccncc2)cc1)c1ccc(F)cc1	i	18	-1.3%	5.2	56	-8%	-4%	1.0%	1%	-4%	-4.8%
CC(C)(C)c1ccc(CS(=O)(=O)CC(O)CN2CCCC2=O)cc1 (stereo unspecified)	i	37	-0.9%	-0.6	87	2%	1%	0.3%	8%	3%	-1.1%
N#CC1=C(N)OC2=C(CN(Cc3ccccc3)C/C2=C\c2cccnc2)C1c1cccnc1 (stereo unspecified)	i	52	0.4%	0.1	35	8%	2%	-0.2%	20%	10%	-0.2%
COc1ccc(-c2nnc(SCC(C)C)o2)cc1	i	36	-0.3%	1.4	47	-7%	8%	-0.1%	8%	7%	nt
Cc1cc(C(=O)NC(=S)Nc2ccccc2N2CCCC2)ccc1[N+](=O)[O-]	i	47	-0.6%	-1.7	7	-8%	12%	-0.3%	8%	-18%	-4.1%
C=CCN(CC=C)C(=S)NC(=O)c1ccc(C)c(Br)c1	i	44	-0.6%	4.6	51	0%	-6%	0.2%	34%	17%	-6.9%
CCC(c1nnnn1Cc1ccco1)N1CCN(c2cc(Cl)ccc2C)CC1 (stereo unspecified)	i	29	nt	0.9	55	-5%	-8%	0.8%	8%	80%	8.1%
CN(C)S(=O)(=O)c1ccc(C(=O)Nc2nc3ccccc3[nH]2)cc1	i	2	-0.5%	-1.8	49	3%	6%	-0.2%	-3%	11%	-3.4%
